Source: PubChem BioAssay (Broad Institute)
Wnt bcat act = activators of Wnt/beta-catenin signaling; activation, % at 9.35 µM; hit rate 1.2% among 300,000; Wnt/beta-catenin reporter cell assay, activator, plate reader; AID 743398; in the data active = activation above about 30%, passing the limit was not always enough;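 note: 0% = neutral control wells and 100% = positive control wells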
NSD2 inh = blocks human histone methyltransferase NSD2. O96028. NSD2 peptide methylation, AlphaScreen, 120 min. inhibition, % at 12.5 µM. hit rate 0.54% among 310,000. AID 743445; in the data active = inhibition above about 50%
Target sequence (O96028 whole entry, looked up): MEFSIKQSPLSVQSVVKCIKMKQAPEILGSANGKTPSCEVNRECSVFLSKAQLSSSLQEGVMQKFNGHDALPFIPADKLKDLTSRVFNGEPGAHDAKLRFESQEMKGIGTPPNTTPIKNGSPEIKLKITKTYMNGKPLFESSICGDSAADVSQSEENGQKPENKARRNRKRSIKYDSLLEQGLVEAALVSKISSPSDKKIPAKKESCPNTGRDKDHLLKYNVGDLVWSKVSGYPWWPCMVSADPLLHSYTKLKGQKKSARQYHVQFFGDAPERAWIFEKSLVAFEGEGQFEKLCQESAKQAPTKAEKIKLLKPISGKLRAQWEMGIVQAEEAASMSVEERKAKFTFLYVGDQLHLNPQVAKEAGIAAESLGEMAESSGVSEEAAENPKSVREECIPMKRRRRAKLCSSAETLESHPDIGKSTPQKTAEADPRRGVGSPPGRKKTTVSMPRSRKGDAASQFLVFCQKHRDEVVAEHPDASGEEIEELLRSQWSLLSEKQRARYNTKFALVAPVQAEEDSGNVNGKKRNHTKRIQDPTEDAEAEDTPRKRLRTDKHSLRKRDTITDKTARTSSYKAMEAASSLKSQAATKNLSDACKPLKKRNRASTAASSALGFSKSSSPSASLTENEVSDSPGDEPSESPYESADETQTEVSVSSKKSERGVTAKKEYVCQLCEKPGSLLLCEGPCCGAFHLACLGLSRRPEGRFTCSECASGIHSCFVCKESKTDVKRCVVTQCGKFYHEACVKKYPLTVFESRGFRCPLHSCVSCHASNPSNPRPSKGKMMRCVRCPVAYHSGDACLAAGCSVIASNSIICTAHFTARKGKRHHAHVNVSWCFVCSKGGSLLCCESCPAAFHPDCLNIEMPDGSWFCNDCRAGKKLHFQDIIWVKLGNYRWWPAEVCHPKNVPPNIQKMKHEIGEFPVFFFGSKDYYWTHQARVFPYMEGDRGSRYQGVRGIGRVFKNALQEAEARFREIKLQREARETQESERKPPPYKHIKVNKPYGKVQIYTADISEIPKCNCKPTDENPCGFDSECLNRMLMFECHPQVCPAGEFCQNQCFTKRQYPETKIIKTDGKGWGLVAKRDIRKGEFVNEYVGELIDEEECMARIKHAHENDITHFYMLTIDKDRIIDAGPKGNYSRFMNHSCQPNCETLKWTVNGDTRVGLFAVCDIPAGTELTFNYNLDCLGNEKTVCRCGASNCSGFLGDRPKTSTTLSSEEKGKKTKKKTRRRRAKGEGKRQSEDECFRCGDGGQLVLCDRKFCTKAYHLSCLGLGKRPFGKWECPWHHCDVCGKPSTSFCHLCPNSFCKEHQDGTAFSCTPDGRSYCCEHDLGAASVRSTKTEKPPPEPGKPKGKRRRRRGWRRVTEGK
* marks the source's active call; other numbers are inactive results.

SMILES | Wnt bcat act | NSD2 inh
O=C1Nc2cnc(Cl)nc2Nc2ccc(Cl)cc21 | -4.3 | -8.7
CN(C)CCCOc1ccc(-c2ccc3nccn3c2)cn1 | -2.4 | 7.4
CC1(C(=O)O)CCN1C(=O)COc1ccc(Cl)cc1 (centres undefined) | -0.8 | 0.1
CC(C)NC(=O)c1cc(C2CCCCN2S(=O)(=O)c2ccccc2)on1 (centres undefined) | -1.7 | 0.2
O=C(Nc1ccccc1Cl)c1cc(C2CCCN(C(=O)c3ccccc3)C2)on1 (centres undefined) | 8.2 | -1.0
COc1cccc(-c2cnc3c(NC=O)cc(-c4ccc(N5CCN(C)CC5)cc4)cn23)c1 | 5.4 | 7.8
Cc1ccccc1S(=O)(=O)NC(=O)C1(C)CCN1C(=O)Cc1cc(F)ccc1F (centres undefined) | -0.7 | 8.2
CCCC(C)(C)C(=O)N1CCC1(C)C(=O)NS(=O)(=O)c1ccc(Cl)cc1 (centres undefined) | -2.5 | -3.3
O=C(Nc1cccc(-c2cccc(Cl)c2)c1)C1CCN(Cc2nccs2)CC1 | -7.7 | -6.5
COc1ccc(OC)c(NC(=O)C2(C)CCN2CCOc2ccccc2)c1 (centres undefined) | -5.9 | 20.8
CCC(CC)C(=O)N(C)c1c(C)nc2c(OCc3ccccc3OC)cccn12 | -3.6 | -6.4
CCN(C(=O)Cn1cc(C(F)(F)F)ccc1=O)C1CCS(=O)(=O)C1 (centres undefined) | -1.5 | -1.1
CSc1ccccc1NC(=O)C1(C)CCN1C(=O)Cc1ccc(-c2ccccc2)cc1 (centres undefined) | -1.0 | -0.5
CC(=O)Nc1cccc(-c2ccnc3c2CC(C(=O)Nc2ccc4c(c2)OCO4)O3)c1 (centres undefined) | -2.3 | -0.9
COCCN1C[C@@H](CO)O[C@@H](n2cnc3c(NC4CCC4)ncnc32)C1 | -0.1 | -2.3
CC(=O)NC(c1ccc(F)c(F)c1)c1nc(-c2cccs2)cs1 (centres undefined) | -1.7 | -0.5
Cc1ccc(Cl)cc1-c1cc(C(=O)N2CCN(c3ccncc3)CC2)[nH]n1 | -2.9 | 0.7
CN(C)Cc1ccccc1-c1cccc2nccn12 | -1.2 | 3.1
CC1CC(C)(C)CC2(C1)NC(=O)N(CC(=O)Nc1ccc3c(c1)OCO3)C2=O (centres undefined) | 0.2 | 0.0
Cc1ccc(C(O)c2ncc(-c3cccc(C(F)(F)F)c3)[nH]2)c(C)c1 (centres undefined) | -0.5 | 3.1
Cc1cnc(C)c(Nc2nc(C(N)Cc3ccc(Cl)cc3)cs2)n1 (centres undefined) | -0.7 | 5.9
COc1ccc(NC(=O)c2ccc(-c3c(C)noc3C)c3ccoc23)cn1 | 16.6 | 0.6
Cc1ccc(C)c(CC(=O)N2CCCC(c3cc(C(=O)NCc4cccnc4)no3)C2)c1 (centres undefined) | 0.0 | -3.4
COCCNC(=O)C1(C)CCCN(Cc2c(C)nn(-c3ccccc3)c2C)C1 (centres undefined) | -1.1 | -1.8
CCNC(=O)C1(C)CCN(Cc2cccc(Oc3ccccc3)c2)C1 (centres undefined) | 0.1 | 0.4

New compounds follow.
SMILES | Wnt bcat act | NSD2 inh
Cc1c(C(=O)N2CCCC(C)(C(=O)NS(=O)(=O)C3CC3)C2)oc2ccccc12 (centres undefined) | 0.1 | 1.8
COc1ccc(CCCNC(=O)C2(C)Cc3c(-c4cccc(C(N)=O)c4)ccnc3O2)cc1 (centres undefined) | -1.6 | 2.0
CC1(C(=O)NS(=O)(=O)c2ccc(C#N)cc2)CCN1C(=O)C1CCCCC1 (centres undefined) | -2.2 | -2.6
COc1ccc(CNC(=O)C2Cc3c(-c4ccccc4)ccnc3O2)cc1OC (centres undefined) | -1.0 | -1.7
NC(=O)c1ccc(Nc2nc(C(N)c3ccccc3Cl)cs2)cc1 (centres undefined) | -3.1 | 4.3
O=C(Nc1cccc(C(F)(F)F)c1)Nc1nnc([C@H]2C[C@H](O)[C@@H](CO)O2)s1 | 0.0 | -1.4
Cc1nn(-c2ccccc2)c(C)c1-c1cc(C(=O)N/N=C/c2cccnc2)[nH]n1 | 5.8 | -0.3
CCc1nc2c(OCC3CCCCC3)cccn2c1N(C)C(=O)c1ccc(OC)cc1 | -0.6 | 32.5
CC1(C(=O)NS(=O)(=O)c2ccc(F)cc2F)CCN1C(=O)CC1CCCCC1 (centres undefined) | -4.7 | -7.0
Oc1cccc(-c2ccc3nccn3c2)c1 | 10.1 | -1.7
CC1(C(=O)NS(=O)(=O)C2CC2)CCCN(C(=O)c2cccc(Cl)c2)C1 (centres undefined) | -0.6 | -3.3
COc1ccc(-n2cc(CNCCc3cscn3)c(-c3ccccc3Cl)n2)cc1 | -2.8 | -0.4
Cc1cc(C)cc(Cn2ncc(Cl)c(Cl)c2=O)c1 | -0.3 | -0.1
Cc1cc(F)ccc1C(O)c1ncc(-c2ccccc2C(F)(F)F)[nH]1 (centres undefined) | -1.7 | 2.8
CC(C)(C)c1ccc(CC(=O)N2CCC2(C)C(=O)Nc2cccc3c2CCCC3)cc1 (centres undefined) | -3.0 | -2.8
CN(C)CCNC(=O)c1ccc2nc([C@@H]3O[C@H](CO)[C@H](O)[C@H](O)[C@H]3O)[nH]c2c1 | -0.6 | 0.3
COc1ccc(/C=C/CN2CCC(C(=O)NC(c3ccc(F)cc3)c3ccc4ccccc4n3)CC2)cc1 (centres undefined) | -2.7 | 15.7
COc1ccccc1C(=O)Nc1nnc([C@H]2C[C@H](O)[C@@H](CO)O2)s1 | 4.2 | -1.6
CN1CCN(c2ncnc3c2ncn3[C@H]2CN(Cc3ccc(Cl)cc3)C[C@@H](CO)O2)CC1 | -3.1 | 8.7
CCc1nc2ccc(C(=O)NCC3CCCCC3)cn2c1N(CCC(C)C)CCN(C)C | -2.8 | 2.3
CC1(C(=O)NS(=O)(=O)C2CC2)CCCN(C(=O)c2cccc(OC(F)(F)F)c2)C1 (centres undefined) | -0.4 | -2.5
Nc1cccc(-c2cccc3nncn23)c1 | -2.4 | -0.6
Nc1nonc1-n1nnc(C(=O)N/N=C/c2ccco2)c1CSc1ccc(Cl)cc1 | -1.1 | 1.9
Cc1ccc(CNC(=O)C2(C)CCN2C(=O)Cc2ccc(C(C)(C)C)cc2)cc1 (centres undefined) | -2.0 | 0.5
O=C(NN=Cc1ccco1)C(=O)Nc1ccc(Cl)c([N+](=O)[O-])c1 | -3.6 | -3.4

(continued)
SMILES | Wnt bcat act | NSD2 inh
CCc1nc2c(OCc3ccc(Cl)cc3)cccn2c1N(C)C(=O)c1ccccc1F | -1.4 | 0.3
Cc1cc(NC(=O)CN2CCOCC2)n(-c2nc3ccccc3s2)n1 | 0.5 | -2.2
CCc1nc2c(OCc3ccc(Cl)cc3Cl)cccn2c1N(C)C(=O)C(C)C | -1.9 | 0.2
CC1(C(=O)Nc2ccc(F)cc2F)CCN1C(=O)Cc1ccccc1 (centres undefined) | 4.1 | -0.4
CC1=CC(O)(c2ccccn2)P(=O)(c2ccccc2)C=C1C (centres undefined) | 0.5 | -1.0
Cc1sc(NC(=O)C2CC(=O)N(Cc3ccco3)C2)nc1-c1ccccc1 (centres undefined) | -0.1 | 8.2
CS(=O)(=O)c1ccc(-c2cnc3c(NC=O)cc(-c4ccsc4)cn23)cc1 | -0.8 | 2.8
CCc1nc2c(OCc3ccccc3C(=O)OC)cccn2c1N(C)C(=O)CC(C)C | -2.0 | 0.1
O=C(NCc1cc(Cl)cc(Cl)c1)c1ccc2nc([C@@H]3O[C@H](CO)[C@@H](O)[C@H]3O)[nH]c2c1 | 0.1 | -0.1
CCc1nc2c(OCC(=O)c3ccc(Cl)cc3Cl)cccn2c1N(C)C(=O)COc1ccccc1 | -4.7 | -0.1
Cc1nc2c(OCc3ccc(Cl)cc3)cccn2c1N(C)Cc1cccs1 | 13.8 | -0.3
CCc1nc2c(OCc3ccccc3)cccn2c1N(C)C(=O)c1ccc2c(c1)OCO2 | -2.9 | 2.8
CNc1ccc(-c2cccc(C(C)=O)c2)cn1 | 28.6 | 0.6
O=C(C[n+]1ccc(C(=O)c2ccccc2)cc1)Nc1cccc([N+](=O)[O-])c1 | -2.0 | 11.9
OC[C@@H]1CN(Cc2ccncc2)C[C@H](n2cnc3c(NC4CCCC4)ncnc32)O1 | -6.4 | -1.3
O=C(Nc1cccc(C(F)(F)F)c1)c1ccc2sc([C@H]3C[C@H](O)[C@@H](CO)O3)nc2c1 | -0.2 | -0.8
Nc1ccn([C@@H]2O[C@H](C(=O)N3CCN(CCO)CC3)[C@@H](O)[C@H]2O)c(=O)n1 | -0.5 | -2.0
CCCS(=O)(=O)NC(=O)C1(C)CCN(C(=O)c2ccc(C#N)cc2)C1 (centres undefined) | -2.7 | 2.5
Cc1cccc(NC(=O)CSc2nnc(NC(=O)c3ccc(S(=O)(=O)N4CCOCC4)cc3)s2)c1C | 0.8 | 0.0
O=C(NCc1ccc(F)cc1)c1cc(C2CCCN(C(=O)C3CCCCC3)C2)on1 (centres undefined) | -7.4 | -0.4
CCNC(=O)C1CCCN(C(=O)c2cc(F)cc(F)c2)CC1 (centres undefined) | -3.4 | 0.0
CCCCNC(=O)C1(C)CCCCN1C(=O)c1csnn1 (centres undefined) | -1.5 | -9.6
CC1(C(=O)Nc2ccc(F)cc2F)CCN1C(=O)CCC1CCCC1 (centres undefined) | -0.6 | -11.1
CCc1nc2c(OCCc3cccc(OC)c3)cccn2c1N(C=O)Cc1ccc(OC)cc1 | -0.8 | 0.6
CC(C)NC(=O)C1(C)CCN1C(=O)c1cccn1C (centres undefined) | -3.3 | 1.5

More entries:
SMILES | Wnt bcat act | NSD2 inh
CCc1nc2ccc(C(=O)NCc3ccc4c(c3)OCO4)cn2c1N(CC)CCN(C)C | -3.1 | -0.7
CC(O)(c1ccc(F)c(F)c1)c1nc(-c2cccc(C(F)(F)F)c2)cs1 (centres undefined) | -0.8 | 0.4
OC(c1ccc2c(c1)OCO2)c1ncc(-c2ccccc2)[nH]1 (centres undefined) | -1.8 | 1.8
O=C(NCc1ccccc1)c1cc(C2CCCCN2C(=O)c2ccccc2)on1 (centres undefined) | -2.1 | -1.7
CCN1C(=O)N(C(C)=O)[C@@H]2C[C@H](C(=O)N3CCCC3)[C@H](C)[C@H](c3ccccc3)C[C@@H]21 | 10.0 | -0.2
COCCNC(=O)c1ccc(N2CC3CC(C2)c2cccc(=O)n2C3)c(NC(=O)c2ccccc2Br)c1 (centres undefined) | -1.3 | -5.9
Cc1ccc(NC(=O)C2(C)CCN2C(=O)Cc2ccc(-c3ccccc3)cc2)cc1 (centres undefined) | -1.6 | -2.6
CCCNC(=O)C1(C)CCCN(C(=O)Cc2ccc(OC)c(OC)c2)C1 (centres undefined) | -1.0 | -1.3
COCCNc1nc(-c2ccc(Cl)cc2C)c2sccc2n1 | -0.2 | -23.4
O=C(Nc1ccccc1Cl)c1cc(C2CCCCN2C(=O)c2cccs2)on1 (centres undefined) | -1.5 | -2.9
Cc1ccc(-c2csc(C(O)(c3ccccc3)C(F)(F)F)n2)cc1C (centres undefined) | -0.4 | -1.8
COc1cccc(C(NC(C)=O)c2nc(-c3cnc4ccccc4c3)cs2)c1 (centres undefined) | -0.1 | -0.9
OC(c1cccc(Cl)c1)c1ncc(-c2ccccc2Cl)[nH]1 (centres undefined) | -1.5 | 9.2
CCc1cnc(Nc2nc(C(N)c3ccccc3Cl)cs2)nc1 (centres undefined) | -1.1 | -5.8
COc1ccc(S(=O)(=O)N2CCCCC2c2cc(C(=O)N3CCOCC3)no2)cc1 (centres undefined) | -2.9 | -3.2
CC(=O)Nc1ccc(CNc2nc(NCc3cccs3)nc3ccsc23)cc1 | -0.5 | -0.1
Cc1noc(C)c1COc1ccccc1C(=O)N1CCN(S(=O)(=O)c2ccc(C(C)C)cc2)CC1 | -2.0 | 1.9
O=C(NCc1ccco1)c1ccc(CS(=O)c2ccccc2Cl)o1 (centres undefined) | -1.1 | 0.9
CNc1ccc(/C=C\CCCO)cn1 | 2.1 | 3.1
CCOC(=O)N(C)c1c(CC)nc2c(OCc3ccc(Cl)cc3Cl)cccn12 | -12.9 | -0.2
CC(C)c1ccc(NC(=O)C2Cc3c(-c4ccc5c(c4)OCO5)ccnc3O2)cc1 (centres undefined) | -1.6 | -3.1
Cc1nc2ccc(C(=O)Nc3cccc(OCC(=O)N(C)C)c3)cn2c1N(C)CC1CCCCC1 | -8.4 | 5.9

This is a subset; count on the stated rates, not on these rows.
